Screens (PubChem)
STAT3 activator: STAT3 signaling activation; U3A cells, IL-6 STAT3-luciferase reporter, luminescence; 100% = signal with IL-6 EC80 alone; hit rate 0.91% among 190,000; activation (% of control), % at 5.6 µM;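 active = activation above the screen-wide mean of compound activation plus 3 SD, cut at about 130% in these data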;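 also: 0% = background luminescence of wells with medium and substrate only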
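Material: STAT1-lacking human U3A cells, STAT3 luciferase reporter | Benchmarks: IL-6-only wells as 100% reference | Probe or stimulus: IL-6 (33 ng/mL) | Timing: Compound 1 h, then IL-6 6 h at 37 °C | Detection: Luminescence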
Diaphorase act: activates diaphorase or chemically reduces, flagging diaphorase assay artifacts. Diaphorase/resazurin coupled assay, resorufin fluorescence, 16 min; stronger effect = higher value; 1 = vehicle wells, 0 = NADH-free wells. activation factor at 20 µM. hit rate 0.005% among 190,000. AID 1229;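 active = diaphorase activity raised at least twofold by the compound at 20 µM; inactive = activation factor below 2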
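System – purified diaphorase enzyme from Clostridium kluyveri · Input – enzyme 0.07 U/mL final · Also added – final NADH 0.114 mM, resazurin 0.1 mM · Measured by – fluorescence of resorufin, 544 nm excitation, 590 nm emission · Timing – 16 min enzyme reaction, ambient temperature · Measure – resorufin increase flagging diaphorase activators or reducers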
TLR4-MyD88 BLA: TLR4-MyD88 interaction inhibition in cells. inhibition, % at 8.4 µM. hit rate 0.18% among 200,000. AID 861. HeLa CL3-4 TLR4/MyD88 BLA complementation, FRET ratio; in the data active = inhibition above about 25%;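 also: 0% = vehicle and 100% = reference inhibitor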
Target sequence (O00206 whole entry, looked up): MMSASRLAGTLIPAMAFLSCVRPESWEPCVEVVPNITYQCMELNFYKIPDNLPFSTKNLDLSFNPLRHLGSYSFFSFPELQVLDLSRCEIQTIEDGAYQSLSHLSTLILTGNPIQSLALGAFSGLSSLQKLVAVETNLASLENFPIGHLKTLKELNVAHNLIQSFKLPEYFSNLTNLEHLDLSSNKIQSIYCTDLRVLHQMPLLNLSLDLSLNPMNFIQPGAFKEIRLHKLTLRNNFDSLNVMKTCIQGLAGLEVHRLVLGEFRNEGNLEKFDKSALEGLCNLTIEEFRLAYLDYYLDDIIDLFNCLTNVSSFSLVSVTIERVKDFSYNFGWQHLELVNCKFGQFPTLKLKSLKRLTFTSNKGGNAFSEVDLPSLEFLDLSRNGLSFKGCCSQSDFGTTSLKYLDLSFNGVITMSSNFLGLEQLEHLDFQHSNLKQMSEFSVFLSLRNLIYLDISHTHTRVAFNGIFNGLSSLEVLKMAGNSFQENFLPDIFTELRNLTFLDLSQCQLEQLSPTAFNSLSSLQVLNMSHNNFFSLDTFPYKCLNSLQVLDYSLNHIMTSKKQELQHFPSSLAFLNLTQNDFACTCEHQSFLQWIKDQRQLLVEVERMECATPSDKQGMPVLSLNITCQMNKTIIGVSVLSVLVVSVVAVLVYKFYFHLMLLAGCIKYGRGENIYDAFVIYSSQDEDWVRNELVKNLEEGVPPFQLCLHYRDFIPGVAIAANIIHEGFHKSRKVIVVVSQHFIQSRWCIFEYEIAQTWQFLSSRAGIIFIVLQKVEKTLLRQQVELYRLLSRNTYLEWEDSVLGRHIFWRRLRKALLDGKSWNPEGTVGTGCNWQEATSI
Target sequence (Q99836 whole entry, looked up): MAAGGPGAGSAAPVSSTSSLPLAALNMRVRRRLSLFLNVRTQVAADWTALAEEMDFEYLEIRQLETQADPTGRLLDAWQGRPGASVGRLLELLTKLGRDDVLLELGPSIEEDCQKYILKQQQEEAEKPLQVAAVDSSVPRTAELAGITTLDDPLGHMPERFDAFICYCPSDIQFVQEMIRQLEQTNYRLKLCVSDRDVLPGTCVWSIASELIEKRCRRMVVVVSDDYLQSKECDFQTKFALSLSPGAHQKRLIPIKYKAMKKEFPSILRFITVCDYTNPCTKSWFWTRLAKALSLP
Hsp70 activator: switches on Hsp70 transcription. activation, % at 10 µM. AID 1203. HeLa Hsp70 promoter luciferase reporter, luminescence; scaled: vehicle 0, proteasome-inhibitor control 100%. hit rate 0.04% among 200,000;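 active = activation above the mean across all tested compounds plus 3 SD, cutoff set per campaign, cut at about 5.5% in these data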;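 also: 100% = MG132 at 30 µM as the positive control and 0% = DMSO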
Diaph inh CS: counter-screen for diaphorase-based assays: diaphorase inhibitors and chemical oxidizers | diaphorase resazurin-to-resorufin fluorescence, NADH, 16 min; bacterial (C. kluyveri) enzyme, not human | hit rate 0.69% among 190,000 | inhibition, % at 20 µM;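 active = primary screen inhibition at 20 µM above a set limit, cut at about 50% in these data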;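 also: plate controls were DMSO with full reaction for no effect and wells lacking NADH for full effect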
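material = Clostridium kluyveri diaphorase enzyme | amount = 0.14 U/mL diaphorase, enzyme working solution | schedule = incubation 16 min, room temperature | detection = fluorescence of resorufin formed from resazurin, Ex 544/Em 590 nm | benchmarks = positive control minus NADH, DMSO neutral control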
APP transl inh: APP translation inhibition; SH-SY5Y APP 5'UTR-luciferase reporter, luminescence; inhibition, % at 2 µM; hit rate 0.82% among 190,000;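 active = inhibition above a set limit, derived from the sample mean plus 3 SD, cut at about 45% in these data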; also: values of inactives mirror those of a sister screen read the other way
STAT1 blocker: STAT1 signaling inhibition; NIH 3T3 STAT1-luciferase reporter, IFN-gamma, luminescence; inhibition, % at 5.5 µM; hit rate 0.35% among 200,000; AID 920;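 active = inhibition above a set limit, the mean inhibition across all tested compounds plus 3 SD, cut at about 34% in these data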;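 also: 0% = IFN-gamma with DMSO and 100% = IFN-gamma with 300 µM nifuroxazide; values of inactives mirror those of a sister screen read the other way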
G6PDH CS: counter-screen for G6PDH assay hits: L. mesenteroides G6PDH inhibition; Purified L. mesenteroides G6PDH, diaphorase/resazurin coupled fluorescence, 45 min; hit rate 0.12% among 200,000; AID 1020; inhibition, % at 5 µM; in the data active = inhibition above about 50%
STAT1 act: activators of IFN-gamma induced STAT1 signaling. hit rate 2.6% among 200,000. NIH 3T3 STAT1-luciferase reporter, luminescence; 100% = IFN-gamma alone, no compound. activation (% of control), % at 5.5 µM;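 active = activation above the screen-wide mean activation plus 3 SD, cut at about 130% in these data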;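 also: raw ratio to IFN-gamma control signal so 100% means no change and 0% no light; values of inactives mirror those of a sister screen read the other way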
STAT3 blocker: STAT3 signaling inhibition. inhibition, % at 5.5 µM. AID 862. hit rate 0.89% among 190,000. U3A cells, IL-6 STAT3-luciferase reporter, luminescence; host cell line lacks STAT1;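 active = inhibition above the mean inhibition across all screened compounds plus 3 SD, cut at about 44% in these data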;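 also: 0% = DMSO only wells and 100% = 100 µM nifuroxazide control wells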
Numbers without * were called inactive; . = no result given. Hits appear at their usual frequency; any-hit rate near 6.1%.

Start of the data: the first 2 compounds (preview)
| No. | SMILES | STAT3 blocker | Diaphorase act | STAT1 act | STAT3 activator | Hsp70 activator | TLR4-MyD88 BLA | Diaph inh CS | G6PDH CS | APP transl inh | STAT1 blocker |
| --- | --- | --- | --- | --- | --- | --- | --- | --- | --- | --- | --- |
| 1 | Cc1ccc(CN2C(=O)/C(=C\c3ccc(C(=O)NCc4cccnc4)cc3)Oc3ccccc32)cc1 | -3 | 1 | 106 | 105 | -0.3 | -1 | -3 | 2 | 72* | -7 |
| 2 | O=C(CSc1ccccc1)Nc1cccc(NC(=O)c2ccco2)c1 | 12 | 0.9 | 102 | 100 | -0.1 | 11 | 12 | 6 | -8 | -2 |

Results, repeating the preview:
| No. | SMILES | STAT3 blocker | Diaphorase act | STAT1 act | STAT3 activator | Hsp70 activator | TLR4-MyD88 BLA | Diaph inh CS | G6PDH CS | APP transl inh | STAT1 blocker |
| --- | --- | --- | --- | --- | --- | --- | --- | --- | --- | --- | --- |
| 1 | Cc1ccc(CN2C(=O)/C(=C\c3ccc(C(=O)NCc4cccnc4)cc3)Oc3ccccc32)cc1 | -3 | 1 | 106 | 105 | -0.3 | -1 | -3 | 2 | 72* | -7 |
| 2 | O=C(CSc1ccccc1)Nc1cccc(NC(=O)c2ccco2)c1 | 12 | 0.9 | 102 | 100 | -0.1 | 11 | 12 | 6 | -8 | -2 |
| 3 | Cc1ccccc1CSCC(=O)Nc1ccccc1-c1ccccc1 | -4 | 1 | 90 | 104 | -0.2 | -6 | 2 | -1 | 13 | 11 |
| 4 | CCC(CC)C(=O)N1CCN(c2cccc(C)c2C)CC1 | 11 | 1 | 95 | 97 | -0.1 | 1 | -2 | 11 | 14 | 5 |
| 5 | CCCCNC(=O)c1ccc(N2CCOCC2)c(NS(=O)(=O)c2ccc(OC)cc2)c1 | 7 | 1.1 | 103 | 98 | -0.3 | 3 | -12 | 8 | 22 | -4 |
| 6 | Cc1nn(C)cc1C(C(=O)NC1CCCCC1)N(C(=O)Cn1nnc2ccccc21)c1ccc(F)cc1 (centres undefined) | 4 | 1 | 101 | 102 | -0.3 | 3 | 2 | 2 | . | -1 |
| 7 | Cc1ccc(N2CCN(/N=C/c3sccc3C)CC2)cc1 | 31 | 0.9 | 100 | 78 | -0.4 | -18 | 8 | -39 | 10 | 0 |
| 8 | COc1ccc(-n2ncc3c(=O)n(CC(=O)Nc4ccc(S(=O)(=O)N5CCOCC5)cc4)cnc32)cc1 | 10 | 1 | 102 | 92 | -0.3 | -4 | 4 | 18 | -8 | -3 |
| 9 | Clc1ccc(-n2cccc2)cn1 | 28 | 0.9 | 108 | 82 | -0.3 | 1 | 7 | 8 | 9 | -11 |
| 10 | COc1ccccc1-n1cnnc1SCC(=O)Nc1cc(C)on1 | -4 | 0.9 | 99 | 108 | -0.3 | -1 | 6 | -5 | 0 | 0 |
| 11 | COCCNC(=O)Cn1nc(C)c2ccccc2c1=O | 5 | 1.2 | 110 | 101 | -0.1 | 0 | -18 | 11 | -16 | -10 |
| 12 | C=CCn1c(SCC(=O)N2CCc3ccccc3C2)nc2sc(CC)cc2c1=O | -3 | 0.8 | 87 | 101 | -0.4 | 2 | 19 | -29 | -9 | 14 |
| 13 | CCOC(=O)c1ccc2c(c1)N(CC(=O)N1CCCC1)C(=O)C(C)(C)O2 | 9 | 0.8 | 108 | 100 | 0.3 | 1 | 22 | 3 | -1 | -9 |
| 14 | O=C(CCCCn1c(=O)[nH]c2ccccc2c1=O)NCCC1=CCCCC1 | 7 | 0.9 | 85 | 97 | 0.0 | 3 | 10 | 3 | 2 | 17 |
| 15 | COC(=O)c1ccc2nc(C)cc(Nc3ccccc3C)c2c1 | . | 0.8 | 91 | . | -0.3 | -1 | 18 | 5 | 17 | 9 |
| 16 | CCN1CCN(c2ncnc3c2c(-c2ccccc2)cn3-c2ccc(F)cc2)CC1 | 8 | 1 | 97 | 98 | -0.4 | -6 | 1 | 11 | -3 | 1 |
| 17 | COc1ccc(NC(=O)Cn2nnc(-c3ccc(CN4CCOCC4)cc3)n2)c(OC)c1 | 18 | 0.9 | 104 | 86 | -0.4 | 0 | 15 | 16 | -3 | -5 |
| 18 | CC(=O)c1ccc(N2CCN(C(=O)/C=C/c3ccc(S(=O)(=O)N4CCOCC4)cc3)CC2)cc1 | 17 | 0.8 | 90 | 89 | 0.9 | -6 | 22 | 2 | 0 | 8 |
| 19 | COc1ccccc1NC(=O)CSc1nnc(-c2ccoc2C)n1CC1CCCO1 (centres undefined) | -1 | 0.9 | 92 | 104 | -0.5 | -9 | 5 | 3 | 10 | 9 |
| 20 | COC(=O)N/N=C\C=C\c1ccc2c(c1)OCO2 | 7 | 0.9 | 122 | 100 | 0.2 | 2 | 7 | 2 | -38 | -24 |
| 21 | Fc1cccc(CN2CCN3CCCC3C2C2CCCCC2)c1 (centres undefined) | 1 | 0.9 | 98 | 100 | -0.3 | 9 | 11 | -2 | -2 | 2 |
| 22 | CC(=O)c1ccc(N2CCN(C(=O)c3ccco3)C(C)C2)c(F)c1 (centres undefined) | 11 | 0.8 | 90 | 94 | -0.2 | 12 | 16 | 10 | 1 | 11 |
| 23 | Cc1cc2oc3c(c(=O)c2cc1C)C(c1ccc(C(C)C)cc1)N(CCCN1CCOCC1)C3=O (centres undefined) | -1 | 1.2 | 107 | 101 | 0.0 | -4 | -19 | 15 | 0 | -8 |
| 24 | O=C(CN1C(=O)COc2ccccc21)N(CCCN1CCOCC1)CC1CC=CCC1 (centres undefined) | 8 | 0.9 | 107 | 99 | -0.3 | -8 | 8 | 8 | -15 | -9 |
| 25 | CCOC(=O)c1c(NC(=O)CSc2nnc(Cc3ccccc3)o2)sc(C(C)=O)c1C | 23 | 0.8 | 86 | 81 | -0.4 | 8 | 16 | -4 | 2 | 15 |
| 26 | CC(=O)C1=C(C)Nc2ncnn2C1c1ccccc1Cl (centres undefined) | 7 | 0.9 | 107 | 96 | -0.3 | -16 | 8 | 0 | -2 | -8 |
| 27 | Cc1cc(C)n2nc(SCC(=O)c3cc(C)n(CC4CCCO4)c3C)nc2n1 (centres undefined) | 7 | 1.1 | 79 | 97 | 0.6 | 5 | -13 | -1 | 30 | 22 |
| 28 | Cn1c(=O)c2cc(NCc3ccccc3)nnc2n(C)c1=O | 2 | 0.7 | 99 | 104 | 0.0 | -6 | 29 | 21 | -4 | 0 |
| 29 | C/C(=N\NC(=S)NC1CCCCC1)c1ccc(O)cc1 | -2 | 0.9 | 104 | 105 | 0.1 | 1 | 13 | -7 | -36 | -7 |
| 30 | Cc1ccc(/C=c2\sc3nc(-c4cccs4)nn3c2=O)o1 | -13 | 0.7 | 96 | 111 | -0.1 | -7 | 27 | -34 | 10 | 5 |

(further entries)
| No. | SMILES | STAT3 blocker | Diaphorase act | STAT1 act | STAT3 activator | Hsp70 activator | TLR4-MyD88 BLA | Diaph inh CS | G6PDH CS | APP transl inh | STAT1 blocker |
| --- | --- | --- | --- | --- | --- | --- | --- | --- | --- | --- | --- |
| 31 | Nc1nnc(SCc2coc(-c3ccc(Cl)cc3)n2)s1 | 6 | 0.8 | 143* | 96 | -0.3 | 0 | 15 | -1 | -46 | -47 |
| 32 | O=C(NNc1cccc(Cl)n1)Nc1ccc(Cl)cc1 | -30 | 0.9 | 96 | 124 | -0.2 | 4 | 14 | 13 | -2 | 4 |
| 33 | CCOc1ccc(/C=N/NC(=O)C(OC)c2ccccc2)cc1 (centres undefined) | 13 | 0.9 | 100 | 94 | 0.0 | -11 | 6 | 3 | -7 | -2 |
| 34 | COc1cc(C2C(C#N)=C(N)Oc3cc(O)ccc32)cc(OC)c1OC (centres undefined) | -10 | 0.9 | 91 | 112 | -0.1 | 0 | 6 | 13 | 94* | 10 |
| 35 | Cc1sc2ncn3cnnc3c2c1C | -3 | 1.1 | 102 | 106 | 0.0 | 6 | -9 | 1 | -10 | -2 |
| 36 | Cc1ccc(-n2[nH]c(C)c(C=Nc3ccc(S(=O)(=O)N4CCOCC4)cc3)c2=O)c(C)c1 | -12 | 0.8 | 88 | 108 | -0.4 | -1 | 15 | 22 | 4 | 13 |
| 37 | O=C(O)c1cccnc1SC1CC(=O)N(CCc2ccccc2)C1=O (centres undefined) | 9 | 1 | 98 | 98 | -0.3 | -2 | 4 | 4 | -5 | 3 |
| 38 | CCCCn1c(=O)n(C)c(=O)c2c(C(F)(F)F)cc(-c3ccncc3)nc21 | 3 | 0.9 | 100 | 100 | -0.2 | 3 | 11 | -1 | 5 | 0 |
| 39 | CCOC(=O)NCc1ccc(S(=O)(=O)Nc2ccccc2C)cc1 | 10 | 0.9 | 94 | 96 | 0.0 | -6 | 15 | -4 | 2 | 6 |
| 40 | Cc1ccc(OC(=O)c2ccccc2C(=O)OCC(F)(F)C(F)F)cc1 | 2 | 0.8 | 97 | 103 | -0.6 | 0 | 17 | 13 | -7 | 3 |
| 41 | O=C(CSc1n[nH]c(-c2cccs2)n1)NCc1cccs1 | 0 | 0.9 | 103 | 108 | -0.3 | -1 | 14 | -3 | 13 | -3 |
| 42 | O=C(Nc1ccnc(-c2cccnc2)n1)c1cccc(Cl)c1Cl | 14 | 0.9 | 92 | 90 | 0.1 | -16 | 14 | 5 | -5 | 9 |
| 43 | COC(C(=O)Nc1ccc(F)cc1)c1ccccc1 (centres undefined) | 2 | 0.9 | 102 | 102 | 0.4 | -13 | 5 | -1 | 1 | 0 |
| 44 | CC12CCC(C(=O)NCCCN3CCOCC3)(OC1=O)C2(C)C (centres undefined) | 0 | 1 | 104 | 103 | -0.2 | -4 | -1 | 10 | -6 | -4 |
| 45 | COC(=O)C1=C(C)NC(=S)N(C(C)=O)C1c1ccc(OC)c(OC)c1 (centres undefined) | -1 | 0.8 | 90 | 103 | -0.1 | -21 | 18 | 2 | 18 | 11 |
| 46 | COc1ccc(C2C3=C(NCCN=C3c3ccccc3)C(=O)N2c2ccccc2)c(OC)c1 (centres undefined) | 0 | 1.1 | 101 | 101 | -0.2 | -3 | -11 | 4 | -3 | -3 |

Record cards, as listed above:
Results for Cc1sc2ncn3cnnc3c2c1C : STAT3 blocker = -3; Diaphorase act = 1.1; STAT1 act = 102; STAT3 activator = 106; Hsp70 activator = 0.0; TLR4-MyD88 BLA = 6; Diaph inh CS = -9; G6PDH CS = 1; APP transl inh = -10; STAT1 blocker = -2
Results for COc1ccc(-n2ncc3c(=O)n(CC(=O)Nc4ccc(S(=O)(=O)N5CCOCC5)cc4)cnc32)cc1 : STAT3 blocker = 10; Diaphorase act = 1; STAT1 act = 102; STAT3 activator = 92; Hsp70 activator = -0.3; TLR4-MyD88 BLA = -4; Diaph inh CS = 4; G6PDH CS = 18; APP transl inh = -8; STAT1 blocker = -3

Down the list, quoted from above.
Entries 30–34 in STAT3 blocker read -13, 6, -30, 13, -10
Entries 30–34 in APP transl inh read 10, -46, -2, -7, 94*
Entries 30–34 in G6PDH CS read -34, -1, 13, 3, 13
